Rpn11 block = Rpn11 (human) deubiquitinase inhibition | calls only at 20 µM | hit rate 0.59% among 360,000 | human 26S proteasome, Ub4-pepOG fluorescence polarization; 20S core pre-blocked with epoxomicin | AID 588493 | O00487;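 active means inhibition at 20 µM, scaled to each plate's controls, above about 33%, limit read from the data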
SUMO1-SIM PPI = SUMO1-SIM interaction modulation. P63165. SUMO1 binding to a labelled peptide, TR-FRET, 1 h. inhibition, % at 20 µM. hit rate 0.33% among 360,000. AID 602429; in the data active means inhibition above about 37%
LMPTP block = LMPTP (human) inhibition; P24666; recombinant LMPTP-A, OMFP fluorogenic substrate, fluorescence intensity; inhibition, % at 20 µM; hit rate 0.22% among 360,000; AID 651560;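 active means compounds that cut the enzyme signal by at least half of the control window in the single-dose screen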;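 further: plate controls were DMSO wells with enzyme plus substrate for no effect and substrate without enzyme for full effect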
Target sequence (P24666 whole entry, looked up): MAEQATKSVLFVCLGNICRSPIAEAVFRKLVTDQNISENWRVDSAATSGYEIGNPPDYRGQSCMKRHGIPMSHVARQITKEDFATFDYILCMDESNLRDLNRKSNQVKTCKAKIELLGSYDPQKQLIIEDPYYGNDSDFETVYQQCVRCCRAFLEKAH
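Test system: LMPTP-A, protein tyrosine phosphatase of low molecular weight; Input: 0.625 nM enzyme; Incubation: 50 min dark incubation at room temperature; Signal: endpoint fluorescence intensity from OMFP dephosphorylation; Read-out basis: % inhibition versus control wells.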
TbMetRS inhib = blocks T. brucei methionyl-tRNA synthetase activity | hit rate 0.4% among 360,000 | purified T. brucei MetRS, ATP depletion, Kinase-Glo luminescence | AID 624268 | inhibition, % at 11.9 µM;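 active means inhibition above a per-plate cutoff of the control wells' mean inhibition plus 3 SD, cut at about 5.5% in these data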;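 further: 0% = DMSO wells median and 100% = median of wells with control inhibitor compound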
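assay system = parasite MetRS enzyme | timing = 15 min preincubation, 2 h reaction, all 25 °C | evaluation = percent inhibition relative to median high and low control wells | medium = HEPES buffer containing pyrophosphatase, BSA, spermine, DTT | compound = single dose, 11.9 µM final nominal, 0.9% final DMSO | detection = Kinase-Glo luminescence, ATP depletion format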
MsrA inh = bovine MsrA inhibition | purified bovine MsrA, absorbance read-out | inhibition, % at 15.5 µM | hit rate 0.75% among 360,000; in the data active means inhibition above about 4.5%;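 further: 0% = vehicle wells with enzyme and 100% = reference inhibitor wells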
Scp1 inh = inhibitors of human Scp-1 phosphatase; Q9GZU7; Recombinant Scp1, phosphopeptide, malachite green phosphate absorbance; inhibition, % at 20 µM; hit rate 0.88% among 340,000;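 active means inhibition above about 50% at 20 µM, limit read from the data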;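 further: plate controls were DMSO wells with enzyme for no effect and wells lacking enzyme for full effect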
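Incubation: 45 min enzyme reaction at room temperature / System: truncated SCP-1 phosphatase (76-261aa) / Reagent: Phospho 17-mer peptide substrate / Buffer or medium: Acidic Tris acetate buffer with magnesium and detergent / Signal: absorbance at 630 nm / Doses: one concentration, 20 µM, with 1.0% DMSO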
DNMT1 inh = DNMT1 (human) enzyme inhibition; inhibition (reported as % activation of signal), % at 10 µM; P26358; DNMT1 molecular beacon, Hinp1I cleavage, fluorescence; hit rate 0.83% among 360,000; in the data active means inhibition above about 50%
CSN inh = CSN deneddylation inhibition; AID 651999; Purified CSN, SCF-Nedd8-OG deneddylation, fluorescence polarization; inhibition, % at 12.5 µM; hit rate 0.38% among 360,000;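 active means pattern-corrected inhibition above about 35%, with an unprinted fluorescence ratio check between 0.5 and 1.5, limit read from the data, passing the limit was not always enough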;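 further: 0% = enzyme with substrate and 100% = substrate without enzyme; some results filed as inactive read as strong as hits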
Target sequence (Q92905 whole entry, looked up, one chain of several): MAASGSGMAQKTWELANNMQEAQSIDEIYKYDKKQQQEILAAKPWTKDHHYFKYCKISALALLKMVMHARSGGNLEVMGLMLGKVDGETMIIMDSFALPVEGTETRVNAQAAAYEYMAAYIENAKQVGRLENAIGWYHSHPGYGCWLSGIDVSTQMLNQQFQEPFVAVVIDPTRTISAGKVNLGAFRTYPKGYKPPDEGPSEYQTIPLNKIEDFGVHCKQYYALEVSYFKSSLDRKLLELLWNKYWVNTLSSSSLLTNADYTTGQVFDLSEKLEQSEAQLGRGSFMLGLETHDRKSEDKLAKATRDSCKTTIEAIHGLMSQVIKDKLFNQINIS
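Schedule: reaction 90 min, room temperature / Assay system: HEK293T-derived human Csn5 enzyme / Input: Csn5 at 0.24 nM final / Measure: inhibition of Csn5 cleavage, % / Control set: substrate-only high control, full reaction low control / Technique: fluorescence polarization of the substrate / Buffer or medium: Tris/NaCl/DTT buffer, pH 7.5 / Reagent: SCFSkp2-Nedd8OG substrate at 10 nM final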
NadD inh = inhibitors of Staphylococcus aureus NadD; purified NadD enzyme, colorimetric absorbance read-out; inhibition, % at 20 µM; hit rate 0.78% among 360,000; AID 602399; in the data active means inhibition above about 26%; further: some compounds past the cut are filed as inactive
STEP inh = blocks human striatal-enriched tyrosine phosphatase; recombinant STEP, OMFP fluorogenic substrate, fluorescence; inhibition, % at 20 µM; hit rate 0.25% among 360,000; AID 588621;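 active means inhibition at 20 µM, scaled per plate between control wells, above about 37%, limit read from the data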;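 further: 0% = DMSO with enzyme and substrate and 100% = substrate only without enzyme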
Target sequence (P54829 whole entry, looked up): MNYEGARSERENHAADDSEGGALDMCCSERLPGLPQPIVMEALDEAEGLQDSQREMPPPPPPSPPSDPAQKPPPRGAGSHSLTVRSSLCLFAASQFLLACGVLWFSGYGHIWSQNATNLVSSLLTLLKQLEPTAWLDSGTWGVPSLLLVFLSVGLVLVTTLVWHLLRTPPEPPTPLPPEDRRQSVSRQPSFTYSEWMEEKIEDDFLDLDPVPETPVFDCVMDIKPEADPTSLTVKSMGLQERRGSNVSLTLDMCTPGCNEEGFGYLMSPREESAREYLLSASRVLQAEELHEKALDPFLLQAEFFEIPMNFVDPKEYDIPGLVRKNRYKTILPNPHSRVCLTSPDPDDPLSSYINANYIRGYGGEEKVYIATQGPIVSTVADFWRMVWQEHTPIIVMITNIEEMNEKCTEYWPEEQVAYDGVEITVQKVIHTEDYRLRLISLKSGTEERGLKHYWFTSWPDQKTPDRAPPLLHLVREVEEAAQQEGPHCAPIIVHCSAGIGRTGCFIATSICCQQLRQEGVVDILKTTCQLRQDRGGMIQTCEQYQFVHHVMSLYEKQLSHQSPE
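Material: STEP (striatal-enriched tyrosine phosphatase) enzyme, cell-free | Medium: 50 mM Bis-Tris pH 6.0 with 2.5 mM DTT and 0.005% Tween 20 | Read-out: Percent inhibition scaled to no-enzyme and uninhibited-enzyme controls, plate-pattern corrected | Signal: Fluorescence read at 480 nm ex / 540 nm em | Times: 20 min reaction, room temperature, in the dark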
Numbers without * were called inactive.

CCCCC[C@H](O)/C=C/[C@@H]1[C@@H](C/C=C\CCCC(=O)OC)[C@@H](O)C[C@H]1O was read as Rpn11 block inactive, SUMO1-SIM PPI 15.4, LMPTP block 0.6, TbMetRS inhib 0.1, Scp1 inh -6.3, DNMT1 inh -1.3, CSN inh 2.8, NadD inh 14.2 and STEP inh -12.6.
Screening Cc1cccn2c(=O)c(/C=C(\C#N)S(=O)(=O)c3ccccc3)c(N3CCCCC3)nc12 returned SUMO1-SIM PPI -2.0, LMPTP block 5.4, TbMetRS inhib -0.8, MsrA inh 0.1, Scp1 inh -18.7, DNMT1 inh -7.5, CSN inh 8.9, NadD inh -2.2 and STEP inh 0.4.
`COC/C=C/C1=CC2=CC(=O)C(C)(OC(=O)c3cnc4ccccc4n3)C(=O)C2=CN1Cc1ccccc1` (centres undefined) gave Rpn11 block inactive, SUMO1-SIM PPI -5.8, LMPTP block 20.8, TbMetRS inhib -0.2, MsrA inh 2.3, Scp1 inh 2.7, DNMT1 inh 4.8, CSN inh -2.9, NadD inh 24.0 and STEP inh 1.1.
`CC1CCN(c2nc3c(c(=O)[nH]c(=O)n3C)n2CC(C)CSc2nnnn2-c2ccccc2)CC1` (centres undefined) gave Rpn11 block inactive, SUMO1-SIM PPI 2.0, LMPTP block -2.9, TbMetRS inhib -1.0, MsrA inh -1.1, Scp1 inh -6.8, DNMT1 inh -0.1, CSN inh -2.7, NadD inh 2.2 and STEP inh -1.4.
Screening CCCCCCCCOC(=O)c1c(CSC(=N)N)n(C)c2cc(Br)c(OC(C)=O)cc12 returned Rpn11 block inactive, SUMO1-SIM PPI -97.3, LMPTP block -5.0, TbMetRS inhib 0.0, MsrA inh 1.9, Scp1 inh 2.7, DNMT1 inh 4.9, CSN inh 3.9, NadD inh 41.8* and STEP inh 5.9.
Screening CCOC(=O)C1CCN(C(=O)c2ccccc2NS(=O)(=O)c2ccccc2)CC1 returned Rpn11 block inactive, SUMO1-SIM PPI 1.3, LMPTP block -0.7, TbMetRS inhib 0.1, MsrA inh -0.6, Scp1 inh -9.5, DNMT1 inh 1.9, CSN inh 4.3, NadD inh 3.3 and STEP inh 0.4.
Screening Cc1ccc(CNc2ccc(N3CCOCC3)c(C(=O)O)c2)s1 returned Rpn11 block inactive, SUMO1-SIM PPI 4.1, LMPTP block -1.5, TbMetRS inhib -0.8, MsrA inh 0.5, Scp1 inh -10.7, DNMT1 inh -10.7, CSN inh -3.6, NadD inh -0.3 and STEP inh -6.8.
For Cc1cc(=O)c2c(C)ccc(C)c2[nH]1 the results were Rpn11 block inactive, SUMO1-SIM PPI 4.6, LMPTP block 0.9, TbMetRS inhib -0.4, MsrA inh 0.6, Scp1 inh -1.3, DNMT1 inh 0.3, CSN inh 2.0, NadD inh -5.5 and STEP inh 0.6.
Screening O=C(COc1ccccc1[N+](=O)[O-])NNC(=O)Nc1cccc2ccccc12 returned Rpn11 block inactive, SUMO1-SIM PPI -9.9, LMPTP block 0.7, TbMetRS inhib 0.5, MsrA inh -1.0, Scp1 inh -4.7, DNMT1 inh 0.8, CSN inh 2.3, NadD inh -1.1 and STEP inh 0.0.
For COc1cccc(CC(=O)N2CCN(S(=O)(=O)c3ccc(Br)cc3)CC2)c1 the results were Rpn11 block inactive, SUMO1-SIM PPI 4.8, LMPTP block 1.4, TbMetRS inhib -0.7, MsrA inh 0.3, Scp1 inh -3.4, DNMT1 inh 0.1, CSN inh 0.4, NadD inh -5.2 and STEP inh 0.9.
NS(=O)(=O)c1ccc(NS(=O)(=O)c2ccc3c(c2)OCCO3)cc1 was read as Rpn11 block inactive, SUMO1-SIM PPI -2.8, LMPTP block -0.8, TbMetRS inhib 0.0, MsrA inh 0.4, Scp1 inh -3.4, DNMT1 inh 1.5, CSN inh 3.4, NadD inh -4.4 and STEP inh 0.8.
`CC(C)CC(=O)Nc1cccc(-c2csc(-c3ccccc3)n2)c1` gave Rpn11 block inactive, SUMO1-SIM PPI -9.2, LMPTP block 5.7, TbMetRS inhib -1.4, MsrA inh 0.1, Scp1 inh -10.7, DNMT1 inh -8.8, CSN inh 3.1, NadD inh -8.1 and STEP inh 1.8.
`COc1cccc(NC(=O)CCc2nnc3ccc(N4CCC(C)CC4)nn23)c1` gave Rpn11 block inactive, SUMO1-SIM PPI -0.1, LMPTP block 0.7, TbMetRS inhib -0.1, MsrA inh -1.2, Scp1 inh -4.0, DNMT1 inh -0.3, CSN inh -4.7, NadD inh 1.7 and STEP inh -1.2.
CCCCNS(=O)(=O)C1CCS(=O)(=O)C1 (centres undefined) was read as Rpn11 block inactive, SUMO1-SIM PPI -0.1, LMPTP block -0.5, TbMetRS inhib -0.6, MsrA inh 0.8, Scp1 inh -7.4, DNMT1 inh 1.1, CSN inh -0.3, NadD inh 14.4 and STEP inh 1.7.
`Cn1nnnc1SCC(=O)Nc1ccccc1C(=O)NC1CC1` gave Rpn11 block inactive, SUMO1-SIM PPI -1.6, LMPTP block -3.0, TbMetRS inhib -0.1, MsrA inh 0.4, Scp1 inh -8.3, DNMT1 inh 0.4, CSN inh 1.6, NadD inh -1.4 and STEP inh 11.2.
Cc1ccc(CN(Cc2cc3cc(C)ccc3[nH]c2=O)C(=O)N2CCOCC2)cc1 was read as Rpn11 block inactive, SUMO1-SIM PPI -4.2, LMPTP block 0.1, TbMetRS inhib -0.4, MsrA inh 0.0, Scp1 inh 1.4, DNMT1 inh -0.5, CSN inh -5.5, NadD inh 11.1 and STEP inh 1.3.
Screening C=CCn1c(-c2c(C)nc3cc(C)ccn23)n[nH]c1=S returned Rpn11 block inactive, SUMO1-SIM PPI 3.6, LMPTP block -2.0, TbMetRS inhib -1.2, MsrA inh -0.6, Scp1 inh -6.8, DNMT1 inh 3.3, CSN inh -2.0, NadD inh -4.0 and STEP inh -0.3.
CC1OC(C2CCCCC2)Cc2[nH]c(=S)[nH]c(=O)c21 (centres undefined) was read as SUMO1-SIM PPI 5.9, LMPTP block -1.7, TbMetRS inhib -1.0, MsrA inh 1.5, CSN inh -1.0 and NadD inh -6.4.
Screening N#CCC(=O)N/N=C/c1cn(Cc2cccc3ccccc23)c2ccccc12 returned Rpn11 block inactive, SUMO1-SIM PPI -1.4, LMPTP block 1.8, TbMetRS inhib -0.4, MsrA inh -1.6, Scp1 inh -34.4, DNMT1 inh 15.4, CSN inh 0.2, NadD inh 16.6 and STEP inh 1.2.
Screening O=C(COC(=O)c1cccc(S(=O)(=O)NCc2ccccc2)c1)c1ccc2c(c1)OCCO2 returned Rpn11 block inactive, SUMO1-SIM PPI 4.2, LMPTP block 4.2, TbMetRS inhib -0.5, MsrA inh 1.1, Scp1 inh -0.8, DNMT1 inh -1.0, CSN inh 0.7, NadD inh -4.8 and STEP inh 1.1.
For O=C(Nc1ccc(Cl)c(S(=O)(=O)N2CCCCC2)c1)C1=COCCO1 the results were Rpn11 block inactive, SUMO1-SIM PPI -3.2, LMPTP block 0.0, TbMetRS inhib -0.1, MsrA inh -0.4, Scp1 inh 3.9, DNMT1 inh 0.1, CSN inh -0.3, NadD inh -6.4 and STEP inh -2.4.
Screening CC(C)Oc1ccc(Br)cc1C(=O)N/N=C/c1c[nH]c2ccccc12 returned Rpn11 block inactive, SUMO1-SIM PPI -4.7, LMPTP block 3.3, TbMetRS inhib -0.3, MsrA inh 0.9, Scp1 inh -1.6, DNMT1 inh -8.1, CSN inh 3.0, NadD inh 6.2 and STEP inh -1.4.
Screening CC1Cc2ccccc2N1C(=O)CSc1nc(-c2ccccc2)cs1 (centres undefined) returned Rpn11 block inactive, SUMO1-SIM PPI -0.3, LMPTP block 4.1, TbMetRS inhib -1.5, MsrA inh 0.0, Scp1 inh -6.0, DNMT1 inh -4.6, CSN inh 6.5, NadD inh 2.3 and STEP inh 1.6.
For Cc1cc(C(O)c2ncc(-c3cccc4ccccc34)[nH]2)ccc1F (centres undefined) the results were Rpn11 block inactive, SUMO1-SIM PPI -10.4, LMPTP block 2.0, TbMetRS inhib -0.2, MsrA inh 1.0, DNMT1 inh -6.5, CSN inh -6.6, NadD inh 5.0 and STEP inh -2.5.
Cc1ccc2c(CC(=O)Nc3cccc(S(=O)(=O)N4CCOCC4)c3)coc2c1 was read as Rpn11 block inactive, SUMO1-SIM PPI 3.6, LMPTP block 1.1, TbMetRS inhib 1.4, MsrA inh 0.0, Scp1 inh -5.2, DNMT1 inh -2.9, CSN inh 2.5, NadD inh -7.3 and STEP inh 2.7.
For COCCN(Cc1ccccc1)C(=O)c1ccc(C(=O)c2ccccc2)cc1 the results were Rpn11 block inactive, SUMO1-SIM PPI 5.5, LMPTP block 0.4, TbMetRS inhib 0.1, MsrA inh 0.8, Scp1 inh -12.0, DNMT1 inh -0.9, CSN inh -1.7, NadD inh -3.8 and STEP inh -0.7.
`O=C(NCCCc1ccc(F)cc1)C1CCC(=O)N(CCN2CCOCC2)C1` (centres undefined) gave Rpn11 block inactive, SUMO1-SIM PPI 0.4, LMPTP block -1.9, TbMetRS inhib -0.2, MsrA inh -0.4, Scp1 inh -6.9, DNMT1 inh 1.9, CSN inh 1.3, NadD inh -8.3 and STEP inh 0.2.
COc1cc(C(c2nnnn2C2CCCC2)N2CCN(C)CC2)cc(OC)c1OC (centres undefined) was read as Rpn11 block inactive, SUMO1-SIM PPI -4.8, LMPTP block -4.1, TbMetRS inhib -1.8, MsrA inh -0.4, Scp1 inh -4.8, DNMT1 inh 5.6, CSN inh -9.7, NadD inh -8.2 and STEP inh 0.1.
Screening CCOC(=O)C1(CC2CCCCO2)CCN(C2CCSCC2)CC1 (centres undefined) returned Rpn11 block inactive, SUMO1-SIM PPI -1.5, LMPTP block 0.3, TbMetRS inhib -0.7, MsrA inh -0.2, Scp1 inh -3.1, DNMT1 inh -0.7, CSN inh 2.9, NadD inh -7.5 and STEP inh 3.9.
`N#C/C(=C/c1ccc(N2CCOCC2)o1)C(=O)N1CCOCC1` gave SUMO1-SIM PPI -14.2, LMPTP block 10.7, TbMetRS inhib -0.5, MsrA inh 0.9, Scp1 inh -1.2, DNMT1 inh 18.7, CSN inh 119.7, NadD inh -3.3 and STEP inh 3.4.

Screening results deposited in PubChem by several laboratories.
